High-throughput results (PubChem BioAssay)
PPARg SRC-3 ag – agonists of human PPARgamma SRC-3 coactivator recruitment; P37231; biochemical PPARgamma/SRC-3 coactivator recruitment assay; activation, % at 8 µM; 200,000 compounds, 0.26% hits; AID 731; in the data active means activation above about 23%;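 further: 0% = DMSO and 100% = reference agonist; some compounds past the cut are filed as inactive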
Target sequence (P37231 whole entry, looked up): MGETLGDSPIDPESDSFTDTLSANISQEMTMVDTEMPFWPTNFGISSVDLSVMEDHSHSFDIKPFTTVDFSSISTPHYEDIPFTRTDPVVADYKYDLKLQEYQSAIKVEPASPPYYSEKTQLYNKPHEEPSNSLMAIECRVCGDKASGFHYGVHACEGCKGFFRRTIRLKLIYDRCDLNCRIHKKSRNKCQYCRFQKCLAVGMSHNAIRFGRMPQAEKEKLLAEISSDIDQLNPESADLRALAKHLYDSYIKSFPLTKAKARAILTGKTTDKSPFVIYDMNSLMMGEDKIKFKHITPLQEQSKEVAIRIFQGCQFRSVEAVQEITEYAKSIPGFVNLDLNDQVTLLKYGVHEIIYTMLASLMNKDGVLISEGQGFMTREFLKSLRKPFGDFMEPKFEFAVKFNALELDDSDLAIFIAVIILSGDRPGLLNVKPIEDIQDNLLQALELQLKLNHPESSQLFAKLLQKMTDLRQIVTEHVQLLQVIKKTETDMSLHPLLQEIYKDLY
PPARg SRC2 recr – promotes SRC-2 coactivator recruitment by human PPARgamma | PPARgamma LBD-SRC-2 recruitment, biochemical | 200,000 compounds, 0.34% hits | AID 1032 | P37231 | activation, % at 8 µM; in the data active means activation above about 22%;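 further: 0% = vehicle and 100% = reference agonist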
Redox H2O2 prof – compounds producing H2O2 with reducing agent – biochemical, NIH compound library profiling, artefact control for MLSCN library redox annotation, primary screen. 200,000 compounds, 0.03% hits. DTT-dependent redox cycling H2O2, phenol red/HRP absorbance; 100% = 100 µM peroxide control, 0% = buffer. activation, % at 10 µM. AID 878;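 active means activation of at least 50% relative to the plate's high and low controls in the primary single-dose screen; inactive means activation below 50%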;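 further: compound incubated with DTT at 0.8 mM final as the reducing agent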
bIAP inhibitor – blocks bovine intestinal alkaline phosphatase activity; purified bovine IAP, CDP-star luminescence, 30 min; inhibition, % at 20 µM; 190,000 tested, under 10 active; AID 1019;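 active means over 50% inhibition of intestinal alkaline phosphatase at 20 µM in the single-dose screen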
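Assay system – bovine IAP enzyme · Quantity – bovine IAP at 1/65,000,000 final dilution · Detection – CDP-star luminescence signal · Times – 30 min reaction at room temperature · Also added – CDP-star substrate at 30 µM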
ROMK primary – modulators of human ROMK potassium channel; Tet-inducible ROMK, thallium flux fluorescence; actives lie on both sides; B-score at 10 µM; 130,000 compounds, 2% hits; AID 1918;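 active means signal ratio slope over the read window, or its plate-corrected B-score, at least 3 SD from the plate mean, either direction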;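 further: B-score of the F/F0 ratio slope over 7 to 12 s after thallium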
Target sequence (P48048 whole entry, looked up): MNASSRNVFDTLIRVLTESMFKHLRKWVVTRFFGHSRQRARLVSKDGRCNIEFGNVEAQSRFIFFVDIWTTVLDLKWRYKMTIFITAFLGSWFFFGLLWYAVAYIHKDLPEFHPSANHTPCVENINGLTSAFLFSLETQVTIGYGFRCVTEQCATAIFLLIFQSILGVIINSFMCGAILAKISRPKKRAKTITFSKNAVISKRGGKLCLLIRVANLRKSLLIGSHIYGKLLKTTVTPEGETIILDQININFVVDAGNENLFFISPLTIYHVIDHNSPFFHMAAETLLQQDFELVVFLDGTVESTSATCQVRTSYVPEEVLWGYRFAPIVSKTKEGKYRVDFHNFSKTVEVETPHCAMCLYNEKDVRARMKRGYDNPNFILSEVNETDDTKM
SRC2 TRFRET art – flags TR-FRET format artefacts in PPARgamma SRC-2 recruitment agonist screen. TR-FRET artefact counter-screen; active compounds read high. TR-FRET ratio at 8 µM. 200,000 compounds, 0.4% hits; in the data active means TR-FRET ratio above about 2000; further: inactives centre near 1500; reference of the scale not given here
bIAP activator – increases bovine intestinal alkaline phosphatase activity; purified bovine IAP, CDP-star luminescence, 30 min; active compounds read high; fold of DMSO-control signal, blank-subtracted; activation factor at 20 µM; 200,000 compounds, 0.17% hits; AID 1016;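 active means activation factor of 2 or more at 20 µM, a signal rise over negative controls twice the positive control's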
S1P3 antagonist – antagonists of human S1P3 receptor; Q99500; AID 485; inhibition, % at 4.98 µM; CHO S1P3 NFAT-BLA reporter, FRET fluorescence, antagonist mode; 170,000 compounds, 0.27% hits;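 active means inhibition above the plate cutoff, the mean inhibition of test wells on that plate plus 3 SD, cut at about 28% in these data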;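 further: cells challenged with S1P at its EC80 of 0.8 µM; blue over green emission ratio from cleaved BLA substrate after 4 h stimulation; 0% = S1P-stimulated wells and 100% = unstimulated DMSO-only wells; some compounds past the cut are filed as inactive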
Lmaj promast – inhibitors of Leishmania major promastigote growth; Leishmania major promastigotes, resazurin fluorescence viability; inhibition, % at 10 µM; 200,000 compounds, 9% hits; in the data active means inhibition above about 50%;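 further: promastigotes grown with compound for 44 hours at 28 °C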
PPARg SRC-1 ag – agonists of human PPARgamma SRC-1 coactivator recruitment. activation, % at 8 µM. 200,000 compounds, 0.41% hits. PPARgamma-SRC-1 coactivator recruitment biochemical assay; in the data active means activation above about 19%;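 further: 0% = DMSO and 100% = reference agonist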
TLR4-MyD88 BLA – inhibitors of human TLR4-MyD88 binding; HeLa CL3-4 TLR4/MyD88 BLA complementation, FRET ratio; 200,000 compounds, 0.18% hits; inhibition, % at 8.4 µM; AID 861; O00206+Q99836; in the data active means inhibition above about 25%;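 further: 0% = vehicle and 100% = reference inhibitor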
An asterisk follows results filed as active; . = no result given.

| No. | molecule | Redox H2O2 prof | Lmaj promast | PPARg SRC-1 ag | TLR4-MyD88 BLA | ROMK primary | PPARg SRC-3 ag | SRC2 TRFRET art | S1P3 antagonist | bIAP inhibitor | bIAP activator | PPARg SRC2 recr |
| --- | --- | --- | --- | --- | --- | --- | --- | --- | --- | --- | --- | --- |
| 1 | CC(C)CN(CC(C)C)C(=O)CCCC(=O)N(CC(C)C)CC(C)C | -0.6 | -3 | 5 | 7 | -1.1 | 4 | 1519 | -11 | -10 | 1.1 | 10 |
| 2 | Fc1ccc(NC(=S)NC2CCCCC2)c(F)c1F | 0.5 | 1 | 9 | -6 | . | -2 | 1612 | -14 | -1 | 1 | 5 |
| 3 | O=c1c(Cl)c(NCc2ccccc2Cl)cnn1C12CC3CC(CC(C3)C1)C2 | 0.2 | 84* | -6 | 5 | 0.37 | -2 | 1583 | -19 | 23 | 0.8 | 5 |
| 4 | COCCn1nnnc1C(c1cccs1)N1CCCC(C)C1 (stereo not drawn) | -0.9 | 8 | -1 | -21 | -0.67 | -3 | 1532 | -4 | -6 | 1.1 | 0 |
| 5 | CCN(CC)S(=O)(=O)c1cccc(NC(=O)COC(=O)CCC(=O)c2ccc(F)cc2)c1 | -0.5 | -5 | -2 | 4 | -1.7 | -2 | 1566 | 0 | 12 | 0.9 | -4 |
| 6 | CCn1c(SCc2nc3ccccc3[nH]2)nnc1-c1ccc(OC)cc1 | -0.1 | 2 | 6 | -2 | . | 13 | 1422 | . | -22 | 1.2 | -1 |
| 7 | CC(=O)/C=C(\C)NCCNc1c(F)c(F)c(CO)c(F)c1F | 0.2 | -8 | -4 | -10 | 0.23 | -5 | 1590 | . | 10 | 0.9 | -4 |
| 8 | CCC/C(=N\NC(=O)Cc1csc(N2CCOCC2)n1)c1ccccc1 | 0.1 | -6 | -2 | 5 | -1.2 | 2 | 1449 | -20 | 7 | 0.9 | 5 |
| 9 | O=C(NCC(c1cccnc1)N1CCOCC1)NC1CCCCC1 (stereo not drawn) | 0.0 | 1 | -5 | -3 | 0.28 | -4 | 1499 | 3 | -8 | 1.1 | 4 |
| 10 | COc1ccc(NC(=O)C(=O)N/N=C/c2cccnc2)c(OC)c1 | -3.9 | -2 | -6 | 16 | 0.32 | 1 | 1346 | . | -10 | 1.1 | 4 |
| 11 | O=S(=O)(NC1CCN(Cc2ccccc2)CC1)c1ccc2ccccc2c1 | -1.5 | 89* | 4 | 12 | -3.5* | 5 | 1396 | 1 | -7 | 1.1 | 0 |
| 12 | COCCNC(=O)Cn1cc(C(=O)c2cccs2)c2ccccc21 | 1.2 | -2 | -4 | 3 | . | -12 | 1492 | . | . | . | -7 |
| 13 | Cc1ccc(S(=O)(=O)N[C@@H](CC(C)C)C(=O)NCc2ccco2)cc1 | -0.3 | -4 | -4 | 6 | -0.21 | -11 | 1532 | -25 | 4 | 1 | -8 |
| 14 | CC(=O)N1c2ccccc2C2(O)N=C(C)SC12 (stereo not drawn) | -0.1 | 13 | 5 | 1 | -0.23 | 7 | 1497 | -8 | -8 | 1.1 | 0 |
| 15 | CCc1cc2c(=O)c(-c3nc4ccccc4n3C)c(C)oc2c(CN2CCN(C)CC2)c1O | -1.5 | -2 | -2 | -4 | 0.41 | -1 | 1615 | 13 | 6 | 0.9 | 3 |
| 16 | COc1ccc(CNC(=O)CSc2nnc(-c3cccnc3)n2N)cc1 | -0.2 | -4 | 2 | 16 | -0.058 | 1 | 1747 | -10 | -3 | 1 | 11 |
| 17 | CCN1CN(CCc2ccccc2)CNC1=S | -0.8 | -3 | 10 | -9 | -0.016 | 0 | 1579 | 0 | 34 | 0.7 | 2 |
| 18 | CSc1nc(N)nc(SCC(=O)CC(=O)OC(C)C)c1C#N | 2.0 | 3 | -5 | -10 | -0.33 | -13 | 1390 | . | 8 | 0.9 | 5 |
| 19 | CC(C)N(C(=O)CN1C(=O)NC2(CCCCCC2)C1=O)C(C)C | 0.2 | 1 | 6 | -3 | 0.43 | 11 | 1584 | . | -2 | 1 | 3 |
| 20 | CSC(=NC1CCCCC1)NS(=O)(=O)c1ccccc1 | -0.8 | -2 | -5 | 0 | . | -1 | 1583 | . | 14 | 0.9 | 1 |
| 21 | COc1ccc(OC)c(NC(=O)c2cc3c(Cl)nc4ccccc4c3s2)c1 | 2.1 | 72* | 8 | 3 | 0.75 | 0 | 1711 | -1 | 44 | 0.6 | -6 |
| 22 | CC1(C)CC(=O)C(C=NCc2ccccn2)=C(O)C1 | 0.1 | -4 | 7 | -8 | . | 5 | 1542 | 0 | -6 | 1.1 | 4 |
| 23 | CCOC(=O)c1cccc(NC(=O)CNC(=O)C2CCCCC2)c1 | -0.8 | -5 | 8 | -6 | -0.42 | -4 | 1541 | 9 | 0 | 1 | 1 |
| 24 | O=C(O)CCc1nc2cc(Cl)ccc2n(Cc2ccccc2)c1=O | 0.0 | 0 | 2 | -3 | -1.3 | -1 | 1609 | -4 | -12 | 1.1 | 0 |
| 25 | Fc1ccc(NC(=S)Nc2nccs2)cc1 | 0.5 | 38 | 0 | 1 | -0.19 | 0 | 1748 | -26 | 31 | 0.7 | 10 |
| 26 | CCC1C(=O)Nc2ccccc2N1C(=O)c1ccc(Cl)nc1 (stereo not drawn) | -1.8 | -12 | -4 | 5 | 0.2 | 4 | 1613 | -20 | 11 | 0.9 | 9 |
| 27 | O=C(Nc1c(C(=O)N2CCCCC2)cnn1-c1ccccc1)c1ccccc1 | -0.7 | 0 | -4 | 4 | . | 1 | 1649 | -25 | -3 | 1 | -3 |
| 28 | CC1CC(=O)N(CC(=O)Nc2ccc3c(c2)OCO3)c2ccccc2S1 (stereo not drawn) | -1.8 | -7 | 6 | 1 | . | 2 | 1538 | -3 | 1 | 1 | 9 |
| 29 | CC(C)OP(=O)(OC(C)C)C(O)c1ccc2c(c1)OCO2 (stereo not drawn) | -0.4 | -5 | 2 | 0 | . | 2 | 1763 | -15 | 13 | 0.9 | 14 |
| 30 | O=C(Nc1ccccc1)N(O)c1ccc(Cl)cc1 | -0.7 | 9 | -5 | -1 | . | 7 | 1558 | 0 | 10 | 0.9 | -4 |
| 31 | O=C(NCCc1ccc2c(c1)OCCO2)c1ccccc1F | 3.8 | -7 | 9 | -2 | -1.2 | 8 | 1561 | -26 | -8 | 1.1 | 16 |
| 32 | Clc1ccc(Nc2nc(C3CC3)cs2)cc1 | -1.0 | -4 | -2 | -11 | . | 1 | 1422 | . | 18 | 0.8 | 1 |
| 33 | O=C1OCc2cc(NC(=O)C3CCCO3)ccc21 (stereo not drawn) | 2.4 | 3 | -3 | -7 | . | -3 | 1533 | 9 | 10 | 0.9 | -5 |
| 34 | CC(C)(C)C1=Nn2c(nnc2-c2n[nH]c3c2CCC3)SC1 | -0.6 | 10 | 1 | 2 | . | -6 | 1435 | -20 | -9 | 1.1 | -1 |
| 35 | Cc1cc(C)c2cc3c(N)c(C(=O)N4CCc5ccccc5C4)sc3nc2c1 | 2.4 | -3 | 1 | 2 | . | -4 | 1460 | . | 16 | 0.8 | 2 |
| 36 | CCOc1ccc(C(=O)N2CCCC2)cc1 | 0.3 | -2 | -3 | -15 | . | 2 | 1463 | . | 8 | 0.9 | -7 |
| 37 | CCc1nc(SCC(=O)Nc2nc3c(s2)CCCC3)c2ccccc2n1 | -2.3 | 6 | 3 | 7 | 0.2 | 15 | 1430 | . | 6 | 0.9 | 7 |
| 38 | CN1CC(c2ccccn2)C2(SC(=S)N(Cc3ccccc3)C2=O)C12C(=O)Nc1ccccc12 (stereo not drawn) | -0.2 | 100* | 2 | 7 | . | -5 | 1613 | . | -2 | 1 | -5 |
| 39 | Cc1cc([N+](=O)[O-])c2[nH]c(C(=O)N/N=C/c3ccccc3C(=O)O)c(-c3ccccc3)c2c1 | -4.1 | -3 | -7 | -5 | . | 1 | 1411 | . | 6 | 0.9 | 0 |
| 40 | COc1ccccc1NC(=O)COc1ccc(Br)cc1CNCCCN1CCOCC1 | -0.4 | 77* | -2 | -5 | -0.61 | 0 | 1360 | -1 | -12 | 1.1 | 5 |
| 41 | N#Cc1nc(-c2ccccc2)oc1NCc1ccco1 | -1.1 | -1 | 4 | 0 | . | -5 | 1418 | . | 14 | 0.9 | -13 |
| 42 | COc1ccc(-n2c(C)cc(C(=O)COC(=O)Cn3cnc4ccccc43)c2C)cc1 | 2.2 | -2 | 9 | 5 | . | 2 | 1517 | 7 | 6 | 0.9 | 4 |
| 43 | CCOc1ccc(NC(=O)CCC(=O)c2ccc(-c3ccccc3)cc2)cc1 | 1.5 | 50* | 2 | -1 | -0.044 | -1 | 1809 | -1 | 26 | 0.7 | -1 |
| 44 | CC(C)c1ccc(/C=C/C(=O)NC2=NCCS2)cc1 | -4.0 | 5 | -2 | -15 | -0.044 | 1 | 1541 | . | 7 | 0.9 | 5 |
| 45 | CCN1CCCC1CN(Cc1cc2ccc(C)cc2[nH]c1=O)C(=S)Nc1ccc(OC)cc1 (stereo not drawn) | -0.2 | -8 | -9 | -10 | -0.33 | -1 | 1426 | -6 | 7 | 0.9 | -1 |
| 46 | O=C(O)CCS(=O)(=O)c1ccccc1Cl | 0.0 | -5 | 6 | -2 | 1.5 | 3 | 1468 | -5 | 6 | 0.9 | 4 |
| 47 | O=C(c1cc(-c2ccc(Cl)cc2)n(-c2ccc(Cl)c(Cl)c2)n1)N1CCOCC1 | -2.9 | 14 | -13 | -13 | . | -13 | 1545 | . | -6 | 1.1 | -4 |
| 48 | Cn1c(=O)c(C(=O)CCl)c(N)n(Cc2ccccc2)c1=O | -0.2 | 47 | 6 | -17 | 0.42 | 2 | 1495 | -5 | . | 0.1 | 1 |
| 49 | Cn1c(SCC(=O)Nc2cccc(C(=O)O)c2)nnc1-c1cc2cc(Br)ccc2o1 | -0.1 | -11 | 7 | -12 | 0.29 | 7 | 1656 | 4 | 17 | 0.8 | 12 |
| 50 | COc1ccc(CNC(=O)c2ccc(SC)cc2OC)cc1 | 0.1 | -3 | 6 | -3 | . | 9 | 1589 | -3 | 8 | 0.9 | 6 |
| 51 | O=P(c1ccccc1)(c1ccccc1)c1nc(-c2ccccc2)oc1NCc1ccccc1 | -1.1 | 28 | -1 | 8 | -1.9* | -5 | 1352 | -6 | 2 | 1 | 0 |
| 52 | COc1ccc(N2CCN(C(=O)COc3ccc(Cl)cc3Cl)CC2)cc1 | -0.5 | -5 | -2 | 7 | -0.55 | -1 | 1384 | . | 0 | 1 | 8 |
| 53 | Cc1cccc(CCNS(=O)(=O)c2ccc3c(c2)n(C)c(=O)c(=O)n3C)c1 | -1.0 | 45 | 1 | -5 | . | 4 | 1687 | . | 6 | 0.9 | -2 |
| 54 | CC(=O)N(CN1C(=O)CCC1=O)c1cccc(Cl)c1 | 0.5 | -3 | 6 | 9 | . | -4 | 1480 | -5 | -6 | 1.1 | 4 |
| 55 | CC(=O)Nc1ccc(N(C)C)cc1[N+](=O)[O-] | 1.9 | -5 | 1 | 1 | . | -8 | 1462 | . | 11 | 0.9 | -5 |
| 56 | COC(=O)CNC(=O)CSc1nnc2cc(C)c3ccccc3n12 | 0.8 | 1 | 12 | 3 | 0.19 | 6 | 1540 | 0 | 1 | 1 | 0 |
| 57 | CC1CC(C)(C)NC(=S)N1CC(=O)NCc1ccc(F)cc1 (stereo not drawn) | 0.5 | 4 | -3 | -25 | -0.06 | 2 | 1468 | -12 | -9 | 1.1 | -3 |

An unsorted share of the library; overall some 11% were active at least once.
